PLC-gamma1 inh: PLC-gamma1 (human) inhibition, primary screen; AID 720700; inhibition, % at 12.2 µM; P19174; hit rate 0.84% among 370,000; purified PLC-gamma1, fluorogenic substrate, fluorescence; in the data active = inhibition above about 9.5%
hgDAF12 agonist: hgDAF-12 agonism, primary luciferase screen. HEK293 GAL4-hgDAF12 UAS-luciferase reporter, agonist luminescence; normalized to butyrate control. hit rate 1.8% among 370,000. activation, % at 6.8 µM. AID 687014;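 active = activation above a cutoff set at the mean of all screened compounds plus 3 SD, cut at about 10% in these data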;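 also: 0% = DMSO wells and 100% = sodium butyrate wells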
DAX1 inh-1: inhibitors of human orphan nuclear receptor DAX1 (NR0B1); P51843; hit rate 0.99% among 340,000; AID 504766; inhibition, % at 6.75 µM; HEK293 Gal4-DAX1 luciferase reporter, luminescence;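 active = inhibition above the mean over all tested compounds plus 3 SD, cut at about 4.2% in these data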;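 also: 0% = DAX1-transfected cells with DMSO and 100% = empty-vector control cells with DMSO; inhibition shows as a rise in luminescence from relieved DAX1 repression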
Target sequence (P51843 207-470 limits assumed): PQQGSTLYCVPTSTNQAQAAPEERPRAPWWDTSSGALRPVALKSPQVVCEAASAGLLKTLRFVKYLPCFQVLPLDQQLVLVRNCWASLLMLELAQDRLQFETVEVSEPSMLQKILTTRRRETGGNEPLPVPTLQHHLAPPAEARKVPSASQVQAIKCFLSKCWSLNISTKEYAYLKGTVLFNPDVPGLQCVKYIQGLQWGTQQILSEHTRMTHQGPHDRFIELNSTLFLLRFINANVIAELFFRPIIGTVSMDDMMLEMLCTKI
ADAM17 inh: ADAM17 inhibition, QFRET primary screen; P78536; hit rate 0.83% among 370,000; inhibition, % at 6.95 µM; recombinant ADAM17, EDANS/DABCYL FRET peptide cleavage;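 active = inhibition above the mean of compounds lying between control limits plus 3 SD, set per campaign, cut at about 8.5% in these data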;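 also: 0% = DMSO-only wells as the low control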
hcDAF12 agonist: H. contortus DAF-12 activation, primary screen; activation, % at 6.8 µM; AID 652067; hit rate 1.4% among 370,000; HEK293 hcDAF-12 lit1-tk-luc reporter, luminescence; 0% DMSO, 100% Δ7-dafachronic acid;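 active = activation above the mean of all tested compounds plus 3 SD, cut at about 5.5% in these data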;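 also: 100% = response to 3 µM Δ7-dafachronic acid high control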
ssDAF12 agonist: activates DAF-12 receptor from parasite S. stercoralis. HEK293 ssDAF-12/GRIP1 lit1-tk-luc reporter, luminescence; % of 3 µM dafachronic acid response. hit rate 1% among 370,000. activation, % at 6.8 µM. AID 652126;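 active = activation above the mean over all tested compounds plus 3 SD, cut at about 0.9% in these data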;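 also: 0% = DMSO-only wells and 100% = 3 µM delta7-dafachronic acid wells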
MBD2 inh: blocks human MBD2 binding to methylated DNA | hit rate 0.31% among 370,000 | TR-FRET, MBD2 binding to methylated oligonucleotide | inhibition, % at 4.4 µM | Q9UBB5; in the data active = inhibition above about 13%
Target sequence (Q9UBB5 whole entry, looked up): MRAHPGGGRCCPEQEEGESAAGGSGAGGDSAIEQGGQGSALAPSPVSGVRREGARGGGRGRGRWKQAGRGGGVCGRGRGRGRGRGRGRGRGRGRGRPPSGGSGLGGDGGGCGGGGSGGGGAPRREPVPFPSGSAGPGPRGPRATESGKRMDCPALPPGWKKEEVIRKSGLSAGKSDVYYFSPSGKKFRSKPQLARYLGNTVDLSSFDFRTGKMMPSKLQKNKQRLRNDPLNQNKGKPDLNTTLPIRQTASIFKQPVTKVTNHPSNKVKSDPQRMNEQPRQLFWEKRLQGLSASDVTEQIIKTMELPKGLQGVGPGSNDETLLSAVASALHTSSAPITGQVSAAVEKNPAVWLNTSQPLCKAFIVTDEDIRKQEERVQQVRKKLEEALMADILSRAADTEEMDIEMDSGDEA
SMARCA2 activ: activators of SMARCA2 function; activation, % at 9.1 µM; hit rate 1% among 370,000; MG213 cells, MMTV-luciferase reporter, dexamethasone, overnight; in the data active = activation above about 7.8%;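 also: 0% = vehicle wells and 100% = reference activator wells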
NR1D1 modulator: Rev-erb alpha (human) modulation; Rev-erbα–FITC-DNA binding, fluorescence polarization, 90 min; activity, % at 10 µM; hit rate 0.79% among 370,000; AID 1259318;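 active = activity above about 14%, limit read from the data; passing the limit was not always enough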;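 also: 0% = DMSO wells with 35 nM protein and 100% = DMSO wells with 750 nM protein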
PLCb3 inh: PLC-beta3 (human) inhibition, primary screen. hit rate 0.18% among 370,000. Q01970. AID 720704. inhibition, % at 12.2 µM. Purified PLC-beta3, fluorogenic substrate, fluorescence; in the data active = inhibition above about 11%;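 also: 0% = median of compound wells on plate and 100% = full blocker control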
DAX1 inh-2: DAX1 (NR0B1) inhibition, primary screen; HEK293T StAR-luciferase reporter, SF-1/DAX-1 repression relief; AID 652010; inhibition, % at 6.8 µM; hit rate 1.1% among 370,000;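 active = inhibition above the mean over all tested compounds plus 3 SD, cut at about 3.6% in these data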;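 also: 0% = DAX-1 cells with DMSO and 100% = cells lacking DAX-1 with DMSO; higher inhibition means more luminescence from relief of DAX-1 repression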
The depositor's hits bear a star; i = inactive; nt = no result given.

SMILES	PLC-gamma1 inh	hgDAF12 agonist	DAX1 inh-1	ADAM17 inh	hcDAF12 agonist	ssDAF12 agonist	MBD2 inh	SMARCA2 activ	NR1D1 modulator	PLCb3 inh	DAX1 inh-2
CCS(=O)(=O)Nc1ccc2c(c1)C(=O)N(C)[C@@H]1CC[C@H](CC(=O)N[C@@H]3CCN(Cc4ccccc4)C3)O[C@H]1CO2	2.9	-1.8	nt	-6.1	-2.2	-0.8	7.4	-2.6	1.0	-2.2	0.4
CC(C)CN(C(=O)COC(=O)COc1ccc2c(c1)CCC2)c1c(N)n(Cc2ccccc2)c(=O)[nH]c1=O	1.1	-1.4	0.5	-0.7	-1.3	-1.0	-1.4	2.5	-2.3	-2.0	0.2
CCc1nn2c(=O)c(S(=O)(=O)Nc3ccc(C(C)C)cc3)c(C)nc2s1	0.5	-2.3	0.1	-0.8	-2.3	-1.8	6.8	-0.3	9.0	1.7	-1.1
CCn1c(SCC(=O)Nc2nonc2C)nnc1-c1ccco1	2.3	-1.2	-0.5	-3.6	-1.1	-1.2	-3.5	1.9	-0.3	1.9	-0.5
COc1ccc(/C=N/NC(=O)c2nc(-c3ccccc3)n(-c3ccccc3)n2)cc1OC	-27.9	-2.9	-0.2	-5.5	-2.1	-1.8	2.5	-1.4	-1.4	-33.0	-0.5
O=C1c2ccccc2-c2c1c1ccccc1c(=O)n2CCO	2.3	-3.2	-3.7	1.0	-0.7	0.0	-6.5	15.5*	-1.9	0.4	-4.3
COc1ccc(S(=O)(=O)N2CCOCC2)cc1NC(=O)Cc1c(F)cccc1Cl	2.1	-2.6	-0.2	3.0	-1.9	-1.4	3.4	-2.7	-4.0	-6.0	-1.5
CN1CCN(c2ccc(NC(=O)CSc3ccccc3)cc2F)CC1	1.8	10.6*	5.3*	-0.4	3.5	-0.3	2.0	8.1*	0.3	0.5	2.7
O=S(=O)(c1ccc(F)cc1)n1cnc2ccccc21	-1.2	0.2	-0.9	-0.8	-0.1	-1.1	2.7	-2.4	3.2	-3.3	-0.1
CCn1cc(Cl)c(C(=O)NNC(=O)CCn2ccc([N+](=O)[O-])n2)n1	4.2	2.2	0.8	-6.1	-1.0	-1.4	-2.8	-2.1	-4.8	-5.1	0.2
Cc1sc2ncnc(N/N=C/c3cccc(O)c3)c2c1C	-8.6	7.8	2.7	0.5	5.6*	0.2	-3.7	1.1	-3.8	-3.7	1.9
CC(C)Oc1ccc(S(=O)(=O)N2CCOCC2)cc1NC(=O)CN1C(=O)c2ccccc2C1=O	-0.4	1.4	0.0	-1.8	-0.6	-1.2	3.7	0.1	2.0	-3.9	1.3
COc1cccc(CNC(=O)CSC(=S)N2CCCC2)c1	-0.5	-0.4	2.0	-7.2	1.4	-0.9	-1.2	-2.2	0.5	-7.8	-0.7
CCN1C(=O)[C@H]2[C@@H](c3ccc(C)cc3)N3C(=O)N(c4ccc(C)cc4)C(=O)[C@@]3(CC)[C@H]2C1=O	0.5	4.1	-0.1	-3.4	-0.4	-0.7	5.2	3.7	-2.7	1.2	0.3
C(=N\Nc1nc2ccccc2s1)/c1ccccn1	-20.5	-14.3	nt	-1.2	-5.2	-2.9	0.7	-7.9	-2.9	-37.5	-2.6
COc1ccc(NC(=O)CN2CCCCCC2)cc1OC	-0.3	0.1	1.3	0.1	-1.8	-1.0	-2.9	-1.1	8.0	3.5	0.4
Clc1ccc(-n2nnnc2CN2CCCCC2)cc1Cl	2.2	0.4	-0.6	0.6	-1.0	-1.1	-5.2	5.7	-2.2	5.9	-0.4
COc1ccc([N+](=O)[O-])cc1-c1nc2ccccc2nc1-c1ccccc1	1.1	0.3	1.8	-3.1	2.6	-0.8	1.4	0.7	-1.9	-3.2	-0.5
O=C(CSc1nc(O)cc(=O)[nH]1)Nc1ccc2c(c1)CCC2	-2.0	-1.7	0.2	-0.2	-1.1	-1.2	0.4	-4.0	-5.9	-1.5	-0.2
COC(=O)CCc1nc2ccccc2[nH]c1=O	-19.9	2.8	-0.7	-59.0	-0.6	-1.5	-1.4	-3.9	6.0	-36.4	0.6
Cc1ccc(-n2c(Cl)c(Cl)[nH]c(=O)c2=O)cc1	-0.8	2.9	1.4	-1.6	0.8	-0.2	0.1	0.9	-1.5	0.0	0.0
CC#CCN1c2ccccc2[C@]23C[C@@H](C(=O)OC)N(C(=O)c4cc(C)oc4C)C2=NC(C(=O)OC)=C(C(=O)OC)[C@H]13	1.4	0.0	-0.1	-0.1	0.2	-1.2	-0.8	0.8	3.6	1.0	0.5
Cc1ccc(S(=O)(=O)CC(=O)Nc2nccs2)cc1	-1.4	-0.5	-0.4	-4.3	0.5	-1.2	1.0	0.3	-8.7	-5.1	0.7
CCOc1ccccc1OCCCC(=O)N1CCN(S(=O)(=O)c2ccc(C)cc2C)CC1	7.0	-3.5	-0.1	-2.0	-1.1	-1.8	0.6	-2.0	-8.6	-7.1	-2.1
C=CCNC(=S)N1CCN(c2ncc(C(F)(F)F)cc2Cl)CC1	7.5	-2.2	-0.2	7.0	-1.8	-1.7	-4.4	-9.2	-6.0	-2.8	-0.2
CC(C)(CO)CNC(=O)CCc1nnc(Cc2ccc(-c3ccccc3)cc2)o1	1.5	-3.5	0.8	-2.6	0.0	-0.7	-2.9	-2.3	-3.7	-4.5	0.1
Cc1ccc(NC(=O)c2ccc3c(c2)NC(=O)CS3)nc1	-6.5	7.7	4.2	-4.4	0.2	-0.8	2.5	-0.1	-10.1	-13.5	1.5
COc1cccc(-c2cc(C(F)(F)F)nc(-n3cccn3)n2)c1	-185.8	-1.4	-1.2	-9.5	-0.7	-1.3	5.3	-1.7	-1.0	-233.4	-0.9
Cc1cc(C(=O)NCCN2CCCCC2C)n(-c2ccccc2)n1 (centres undefined)	1.0	-1.3	0.5	0.6	-3.7	-1.4	-2.6	-0.9	-4.3	-2.6	1.0
Cc1cccc(/C=C/c2nc3ccccc3c(=O)n2Cc2ccccc2)c1	-30.8	-0.2	0.1	2.3	0.0	-2.3	-4.1	-1.1	7.1	-47.6	-0.1

Molecules listed so far that have fluorine:
SMILES	PLC-gamma1 inh	hgDAF12 agonist	DAX1 inh-1	ADAM17 inh	hcDAF12 agonist	ssDAF12 agonist	MBD2 inh	SMARCA2 activ	NR1D1 modulator	PLCb3 inh	DAX1 inh-2
COc1ccc(S(=O)(=O)N2CCOCC2)cc1NC(=O)Cc1c(F)cccc1Cl	2.1	-2.6	-0.2	3.0	-1.9	-1.4	3.4	-2.7	-4.0	-6.0	-1.5
CN1CCN(c2ccc(NC(=O)CSc3ccccc3)cc2F)CC1	1.8	10.6*	5.3*	-0.4	3.5	-0.3	2.0	8.1*	0.3	0.5	2.7
O=S(=O)(c1ccc(F)cc1)n1cnc2ccccc21	-1.2	0.2	-0.9	-0.8	-0.1	-1.1	2.7	-2.4	3.2	-3.3	-0.1
C=CCNC(=S)N1CCN(c2ncc(C(F)(F)F)cc2Cl)CC1	7.5	-2.2	-0.2	7.0	-1.8	-1.7	-4.4	-9.2	-6.0	-2.8	-0.2
COc1cccc(-c2cc(C(F)(F)F)nc(-n3cccn3)n2)c1	-185.8	-1.4	-1.2	-9.5	-0.7	-1.3	5.3	-1.7	-1.0	-233.4	-0.9

Next compounds
SMILES	PLC-gamma1 inh	hgDAF12 agonist	DAX1 inh-1	ADAM17 inh	hcDAF12 agonist	ssDAF12 agonist	MBD2 inh	SMARCA2 activ	NR1D1 modulator	PLCb3 inh	DAX1 inh-2
Clc1ccccc1Cn1nnc2c(N3CCCC3)ncnc21	3.0	-1.6	-0.2	-4.0	-1.6	-1.3	1.5	-2.2	-0.6	-3.4	-0.2
COc1ccc(-c2cc(C(=O)Nc3cccnc3)no2)cc1OC	-0.1	9.5	0.4	1.4	3.8	0.0	3.2	5.8	-4.5	-7.1	1.0
NC1=C([N+](=O)[O-])C(c2ccc(F)cc2)C2=C(CCCC2=O)O1 (centres undefined)	-8.0	0.3	0.1	-15.5	-1.2	-1.5	8.8	-0.4	-1.1	-11.7	0.2
CCCCC(=O)N(C)c1c(C)nc2ccc(C(=O)N3CCN(S(=O)(=O)CC)CC3)cn12	0.4	0.4	nt	0.9	-1.8	-0.7	-2.3	1.5	-2.7	3.0	0.2
CCC(C(=O)OC(C)C)c1ccc2ccccc2c1 (centres undefined)	6.3	-0.6	0.0	-0.5	-1.6	-1.3	-2.0	-1.1	6.5	1.8	-0.1
Cc1ccccc1NS(=O)(=O)c1ccc(C(=O)NCc2ccccc2CN2CCCC2)cc1	-1.8	-0.8	2.5	-1.7	-1.2	-0.7	-1.8	1.2	0.2	2.9	0.8
COc1ccc(-c2cc(C(=O)NCCCN3CCCC3=O)c3ccccc3n2)cc1	i	0.1	-0.2	-357.3	-0.3	-0.6	-4.3	-2.4	-6.6	i	-0.3
Nc1cc2c(cc1C(=O)c1ccccc1)OCCO2	2.3	4.9	0.2	-3.0	0.0	-0.2	-0.3	-1.3	0.0	-2.3	-1.1
CN(C)S(=O)(=O)c1ccc(C(=O)Nc2nc3ccccc3[nH]2)cc1	-5.1	7.9	6.7*	-0.7	1.3	-1.4	-0.1	4.9	0.2	-14.6	2.7
COCCCN(C(=S)Nc1c(C)cc(C)cc1C)C(C)c1ccncc1 (centres undefined)	12.6*	-0.7	-1.0	2.2	0.1	0.1	-0.5	-0.3	-5.1	2.7	1.3
CCCN(CC(=O)Nc1cc(Cl)ccc1Cl)C(=O)c1ccc2n[nH]nc2c1	4.8	0.3	-0.5	7.2	-1.9	-1.0	-2.8	-1.7	4.1	-1.2	2.4
CC(=O)Oc1ccc2c(=O)c(N3C(=O)c4ccccc4C3=O)c(C)oc2c1C	-12.8	-2.3	-0.1	-9.3	-1.6	-1.7	-2.2	-4.2	-3.6	-26.9	0.1
CCCn1c(Nc2cccc(OC)c2)nc2ccccc21	2.5	2.7	-1.4	-0.3	-3.5	-1.6	2.3	-0.6	7.0	-3.6	-0.8
CN(Cc1cnn(C)c1)S(=O)(=O)c1cccc([N+](=O)[O-])c1	-0.8	1.0	1.9	-2.8	-0.6	-1.4	-0.6	-2.8	1.7	0.1	-0.2
COc1ccccc1N1CCN(C(=O)CSc2nnc3c4ccccc4n(CC(=O)O)c3n2)CC1	-0.6	1.2	0.2	0.5	0.2	-1.0	-3.3	0.5	0.0	2.5	0.1
CC(=O)c1cccc(NC(=O)C2CCN(C(=O)c3ccccc3Cl)CC2)c1	0.3	-1.5	0.3	-6.2	-1.1	-1.3	1.5	-2.2	4.5	-11.6	-0.3
O=C(Nc1ccc(C(=O)O)cc1)/C(=C\C=C\c1ccccc1)NC(=O)c1ccccc1Cl	-1.8	4.3	-0.5	0.0	1.0	-0.8	3.6	2.4	-1.5	-10.5	4.3*
N#CCc1nnc2n1-c1ccccc1CCC2	4.1	2.1	1.1	0.0	0.3	-1.4	-2.2	1.6	-1.4	0.8	0.0
c1ccc(Nc2nnc(-c3cccnc3)s2)cc1	-6.7	9.4	3.1	-0.5	2.9	-0.4	-6.9	5.7	-1.1	-14.7	2.2
COCCNC(=S)N(CCc1c(C)[nH]c2ccc(Cl)cc12)Cc1cccnc1	0.4	-2.0	2.7	-2.0	-1.4	-0.9	-0.6	-1.3	5.7	-10.1	-0.1

Screening results: PubChem, several laboratories
